MazF activator: activators of E. coli MazEF toxin-antitoxin RNase, primary screen, biochemical, fluorescence, uHTS. FAM/BHQ RNA-DNA oligo cleavage fluorescence, 5 h. activation, % at 20 µM. 350,000 compounds, 0.32% hits; in the data active = activation above about 50%
BoNT-F LC inh: BoNT/F light chain protease inhibitors, primary screen, biochemical, flow cytometry, MLPCN library; Botulinum neurotoxin type F light chain protease (Clostridium botulinum); Multiplex microsphere protease cleavage assay; inhibition, % at 10 µM; 360,000 compounds, 0.22% hits; in the data active = inhibition above about 35%, passing the limit was not always enough; inconclusive = no clear call, values can overlap the other calls; also: plate controls were buffer without enzyme for full effect and enzyme alone for no effect
VHR inh abs: VHR1 phosphatase inhibitors, primary screen, biochemical, absorbance, uHTS; Dual specificity protein phosphatase 3 (Homo sapiens), P51452; 290,000 compounds, 0.52% hits; AID 1654, 2009; recombinant VHR phosphatase, pNPP absorbance; inhibition, % at 13.3 µM; in the data active = inhibition above about 50%; also: some compounds called inactive have numbers as strong as hits
Target sequence (P51452 whole entry, looked up): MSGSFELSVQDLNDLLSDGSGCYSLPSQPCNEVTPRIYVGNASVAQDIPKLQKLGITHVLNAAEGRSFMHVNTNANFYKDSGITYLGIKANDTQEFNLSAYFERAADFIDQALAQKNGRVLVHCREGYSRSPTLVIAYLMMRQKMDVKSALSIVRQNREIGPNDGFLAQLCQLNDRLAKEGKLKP
PriA SSB inh: inhibitors of Klebsiella pneumoniae PriA binding to SSB C-terminal tail, primary screen, biochemical, AlphaScreen; 430,000 compounds, 0.6% hits; AID 1272365, 2023; AlphaScreen SSBct-PriA binding, biotinylated peptide; inhibition, % at 33 µM; in the data active = inhibition mostly above about 37%, no sharp cut-off; inactive = mostly below about 20%;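 also: plate controls were negative control peptide for no effect and reference peptide for full effect; strong numbers were not always called active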
CCHFV vOTU inh: CCHFV vOTU protease inhibitors, primary screen, biochemical, Pep-AMC substrate, fluorescence; Crimean-Congo hemorrhagic fever virus L polyprotein viral ovarian tumor (vOTU) protease …; inhibition, % at 11.5 µM; 370,000 compounds, 0.55% hits; in the data active = inhibition above about 30%; also: 0% = vehicle wells with enzyme and 100% = no enzyme wells
Anthrax LF prot: Bacillus anthracis LF protease inhibitors, primary screen, biochemical, multiplex microsphere, MLPCN library; multiplex microsphere protease cleavage assay; Lethal factor (Bacillus anthracis), P15917; inhibition, % at 10 µM; 360,000 compounds, 0.12% hits; also: plate controls were buffer without enzyme for full effect and enzyme alone for no effect
Target sequence (P15917 whole entry, looked up): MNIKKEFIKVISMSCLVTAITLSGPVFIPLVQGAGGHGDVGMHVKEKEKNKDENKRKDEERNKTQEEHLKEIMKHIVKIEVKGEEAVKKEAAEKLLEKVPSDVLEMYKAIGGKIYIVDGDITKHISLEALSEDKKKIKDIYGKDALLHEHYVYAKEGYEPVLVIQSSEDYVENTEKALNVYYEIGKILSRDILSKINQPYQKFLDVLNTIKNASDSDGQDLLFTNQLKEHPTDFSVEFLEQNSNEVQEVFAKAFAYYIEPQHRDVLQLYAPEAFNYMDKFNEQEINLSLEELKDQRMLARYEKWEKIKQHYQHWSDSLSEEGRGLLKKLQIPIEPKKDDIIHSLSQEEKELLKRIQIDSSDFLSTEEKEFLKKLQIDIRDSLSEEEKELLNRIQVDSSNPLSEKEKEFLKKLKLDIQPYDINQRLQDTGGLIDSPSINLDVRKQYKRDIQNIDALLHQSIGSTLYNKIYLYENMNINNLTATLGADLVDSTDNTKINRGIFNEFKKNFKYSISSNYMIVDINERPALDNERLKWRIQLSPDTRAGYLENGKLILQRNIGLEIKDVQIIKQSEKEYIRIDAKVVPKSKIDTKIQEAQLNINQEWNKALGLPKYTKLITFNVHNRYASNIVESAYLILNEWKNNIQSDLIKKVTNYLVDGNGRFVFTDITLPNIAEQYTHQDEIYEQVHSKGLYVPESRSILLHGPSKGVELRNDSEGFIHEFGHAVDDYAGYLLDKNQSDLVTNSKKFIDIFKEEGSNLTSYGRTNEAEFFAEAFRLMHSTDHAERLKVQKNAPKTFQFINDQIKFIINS
PrPC surface inh: inhibitors of human cell surface prion protein PrPC, primary screen, cell-based, TR-FRET; Major prion protein (Homo sapiens), P04156; 370,000 compounds, 0.43% hits; inhibition, % at 13.8 µM; TR-FRET read-out; in the data active = inhibition above about 24%; also: 0% = median of the test wells and 100% = reference compound wells
3CLpro inhibitor: SARS-CoV 3CLpro protease inhibitors, primary screen, biochemical, quenched FRET | Replicase polyprotein 1ab (Severe acute respiratory syndrome coronavirus), P0C6X7 | recombinant SARS-CoV 3CLpro, quenched FRET peptide cleavage | inhibition, % at 6 µM | 290,000 compounds, 0.14% hits; in the data active = inhibition above about 12%
Rv3671c protease: Rv3671c serine protease inhibitors, primary screen, biochemical, fluorescence polarization, M. tuberculosis H37Rv | P9WHR9 | inhibition, % at 5.96 µM | 320,000 compounds, 0.048% hits | AID 2606, 2010; in the data active = inhibition above about 38%;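 also: extracellular domain of Rv3671c used as enzyme; 0% = enzyme with DMSO and 100% = no enzyme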
BoNT A protease: BoNT/A light chain protease inhibitors, primary screen, biochemical, flow cytometry, MLPCN library. Botulinum neurotoxin type A light chain protease (Clostridium botulinum A str. ATCC 3502). multiplex microsphere protease substrate cleavage. inhibition, % at 10 µM. 360,000 compounds, 0.17% hits. AID 588499, 2011; also: plate controls were buffer without enzyme for full effect and enzyme alone for no effect
* hit, by the source's call; ? = inconclusive; . = no result given. Rule as the data show it, unless noted: active = inhibition above about 30%; inconclusive = no clear call, values can overlap the other calls; inactive = below that. The list is partial; the hit share may differ from the screen's.

SMILES	MazF activator	BoNT-F LC inh	VHR inh abs	PriA SSB inh	CCHFV vOTU inh	Anthrax LF prot	PrPC surface inh	3CLpro inhibitor	Rv3671c protease	BoNT A protease
COc1ccc(/C=C/C(=O)NC(=S)NNC(=O)c2cc(OC)c(OC)c(OC)c2)cc1	-4.0	?	6.2	-16.5	-0.8	0.5	-2.8	8.3	3.0	?
CCOC(=O)c1c(C)n(Cc2ccccc2)c2ccc(OCC(O)Cn3nc(C)nc3C)cc12 (centres undefined)	-0.4	-13.8	-23.1	104.2*	9.7	-7.9	-0.2	-2.1	-5.0	-0.7
CN(C)C1=NCCN1CC1CCCCCC1	11.6	-8.0	.	-17.6	9.4	-7.0	-3.9	.	-5.5	-0.1
C/C=C(/C)C(=O)O[C@@H]1[C@H](OC(C)=O)c2c(ccc3ccc(=O)oc23)OC1(C)C	5.2	1.2	12.4	5.5	2.0	-1.5	0.5	-1.9	-3.4	0.6
Cc1cc(C)c(OCC(=O)Nc2ccccc2N2CCOCC2)c(C)c1	-2.4	-15.4	1.5	-16.0	-3.1	-1.4	-0.3	5.0	-5.7	-0.5
CN1C(=O)c2ccc(C(=O)Nc3ccc4c(c3)OCO4)cc2C1=O	5.0	5.9	-9.1	2.9	-5.7	0.2	4.6	1.1	-3.4	-2.3
O=C(CN1CCCCC1)Nc1cccc(Br)c1	-7.4	-0.6	14.6	-10.3	10.6	-0.1	4.5	-0.3	-6.8	0.3
COc1ccc(OCCn2c(=N)n(CCO)c3ccccc32)cc1	2.8	-1.7	11.3	6.7	4.0	-2.6	-5.9	-0.5	-8.9	0.9
Cc1ccc(C)c(SCC(=O)OCC(=O)NCCNC(=O)COC(=O)CSc2cc(C)ccc2C)c1	1.9	7.8	.	-4.0	1.1	?	-0.6	.	-1.8	?
CCN(C)C1CN(Cc2cn(Cc3cccc(Cl)c3)nn2)S(=O)(=O)C1 (centres undefined)	.	4.0	.	.	-10.6	4.8	1.1	.	.	-0.2
CCCn1cc(C(=O)N(C)C2CCCN(Cc3ccccc3F)C2)c(C)n1 (centres undefined)	-2.2	1.0	30.4	-3.3	-0.1	-7.2	-3.5	-1.2	0.2	0.1
C=C(CC)C(=O)c1ccc(OCC(=O)O)c(Cl)c1Cl	-1.8	7.5	12.4	-12.2	5.0	2.3	2.9	1.8	-4.5	-0.4
Cc1cc2oc(=O)cc(CNc3ccccc3F)c2cc1O	8.9	?	13.3	-2.0	8.9	-12.0	2.3	0.3	-4.8	-2.1
C=CCOC(=O)C1=C(C)NC(=O)NC1c1cc(Cl)cc(Cl)c1OC (centres undefined)	9.7	2.2	4.9	-16.4	14.2	11.3	-5.0	-0.5	-16.7	0.1
COc1cc(OC)cc(C(=O)NCc2ccc3c(c2)cc(C)n3C)c1	1.5	-82.1	17.6	24.7	9.9	-47.0	56.3*	-2.1	-6.2	73.1*
O=c1cccc2n1CC1CC2CN(c2ncnc3c2cnn3-c2ccccc2)C1 (centres undefined)	-5.0	1.4	-0.9	-16.1	-0.4	-2.3	-8.0	-3.3	3.1	-0.3
CN(/N=C/c1ccco1)C1=NS(=O)(=O)c2ccccc21	8.4	-0.1	10.8	.	1.3	-1.8	5.1	1.2	-12.1	0.5
Cc1nc(NC(=O)C2CC2)sc1C(=O)Nc1ccccc1	5.6	?	-7.8	-16.2	-1.3	-6.4	10.2	-1.4	2.6	-4.4
COc1ccccc1N1CCN(C(=O)C2Cc3ccccc3CN2C(=O)c2ccco2)CC1 (centres undefined)	-4.2	-0.4	.	.	12.6	-7.7	-4.0	.	8.5	-0.1
COc1ccc(C)cc1NC(=O)CNC(=O)[C@@H]1Cc2ccccc2CN1	6.6	-3.4	5.3	0.7	8.7	0.7	-0.7	-11.1	1.5	2.1
O=C(CSc1nnc2c(n1)[nH]c1ccccc12)Nc1nncs1	10.4	1.0	27.7	12.7	12.0	1.2	-8.5	-3.9	3.3	-1.2
CN(C)C(=O)Oc1ccc(OCc2n(C)c3ccccc3[n+]2C)cc1	4.0	8.1	-8.4	-8.9	-5.2	0.1	3.0	-5.6	-1.9	0.4
Cc1ccccc1OCC(=O)Nc1sc2c(c1C#N)CCC2	22.8	-1.1	-7.3	-7.0	-3.4	2.0	-5.0	-4.0	-11.5	0.2
Cc1ccc(NC(=O)C2C3CCCC2C3c2ccccc2)c(C)c1 (centres undefined)	-12.7	-0.9	-6.7	-4.0	-3.7	-1.0	2.6	-8.1	5.1	0.9
CCc1ccc(N(CC(=O)NC(C)(C)C)C(=O)CCC(=O)Nc2ccccn2)cc1	-2.4	-3.2	19.3	-8.3	7.8	1.1	8.1	0.2	.	0.4
Cc1nn(-c2ccc(F)cc2)c2sc(C(=O)O)cc12	-2.7	1.2	-5.3	-14.3	-2.4	-1.0	0.0	0.2	5.0	-0.2
Cc1ccc(N=C2NC(=O)CC(C(=O)Nc3ccc4c(c3)OCO4)S2)cc1 (centres undefined)	-13.6	-4.5	18.1	-9.3	1.4	-1.5	7.3	3.6	-3.1	-0.2
CC(Sc1nnc(NCc2ccccc2)s1)C(=O)Nc1ccc2c(c1)C(=O)c1ccccc1C2=O (centres undefined)	-4.5	0.5	7.3	19.1	-2.7	-2.1	-4.8	-0.7	-27.8	2.3
CCOc1ccccc1NC(=O)CSc1nnc(NC(=O)c2ccco2)s1	4.8	.	10.5	5.2	9.8	.	1.2	2.9	-6.3	.
COCCCNC(=O)Cn1cc(/C=C2\C(=O)NC(=O)N(c3ccccc3F)C2=O)c2ccccc21	-502.7	-0.9	9.5	-1.3	.	3.5	.	5.0	1.5	-4.3
CCOc1ccc(CCNC(=O)C2=C(C)C(=O)OC23CCCCC3)cc1OCC	9.0	-3.4	-12.7	-10.0	5.7	-3.0	-0.4	1.9	-2.3	-0.2
COc1ccc(NC(=O)CSCc2ccccc2C)cc1	1.9	-2.3	-4.1	2.4	0.6	-1.2	3.0	-0.6	-1.8	0.1
CCN(CC(=O)Nc1ccc(NC(C)=O)cc1)C(=O)/C=C/c1cccs1	0.2	-0.5	41.8	-6.2	3.0	-3.1	-0.2	-1.8	-1.4	-0.6
COc1ccc(OC)c(-c2csc(NC(=O)Cc3cc(OC)c(OC)c(OC)c3)n2)c1	16.7	0.8	42.9	-4.4	4.4	0.4	7.5	-4.5	-15.9	1.8
COc1cc(C2C3=C(CC(C)(C)CC3=O)NC3=C2C(=O)c2ccccc23)ccc1O (centres undefined)	8.9	-4.9	2.8	36.3	8.3	-6.4	-40.2	-1.5	12.1	0.0
C[C@H]1COC(=O)[C@H](Cc2ccc(F)cc2)C/C=C\C[C@H](CC(=O)N(CCO)Cc2ccccc2)C(=O)N1	2.4	1.4	.	6.5	-9.1	-2.3	-0.5	.	4.2	-0.3
CC1CCC2(CC1)NC(=O)N(CC(=O)c1ccc(CNC(=O)C(C)(C)C)s1)C2=O (centres undefined)	6.4	-2.7	.	3.1	16.2	-11.0	8.6	.	-0.8	-0.6
CCOc1ccc(NC(=O)CCC(=O)c2ccc(F)cc2)cc1	4.5	25.4	12.2	-21.6	-11.9	2.5	7.2	1.2	1.7	-1.8
Cc1ccc(C(=O)NC(C)C2CC3CCC2C3)c(C)c1 (centres undefined)	12.7	7.4	30.7	-21.3	4.9	-1.3	4.4	3.0	3.6	1.2
OC[C@@H]1CN(Cc2cccs2)C[C@H](n2cnc3c(NCc4ccco4)ncnc32)O1	.	-1.0	.	.	-3.5	-8.0	0.1	.	.	-0.3
CC(C)CSc1ccc(S(=O)(=O)NCC(=O)O)cc1[N+](=O)[O-]	-0.2	1.2	-6.0	-8.4	-2.7	-1.8	-5.9	-7.3	.	-0.2
COc1ccccc1NS(=O)(=O)c1cc(N2Cc3ccccc3C2=N)ccc1N1CCOCC1	9.0	-2.1	25.9	-1.0	9.3	-6.3	-17.9	0.9	-4.4	-1.5
O=C(N/N=C/c1ccc(OC(=O)c2cccc(Br)c2)cc1)c1cccnc1	-8.0	-1.1	24.1	.	-1.7	2.2	-4.9	-0.8	-11.1	0.9
CC(C)(C)c1[nH]nc2c1C(c1cccnc1)C(C#N)=C(N)O2 (centres undefined)	-2.0	6.6	22.1	-12.5	7.5	0.8	3.0	-1.6	-6.4	0.9
CCOc1ccc(C(=O)NC(=S)Nc2cccc(S(=O)(=O)NC3=NCCC3)c2)cc1	7.4	0.5	17.8	-12.2	-6.6	-3.0	7.8	-2.7	-0.5	-0.2
O=C(Nc1cccc(C(=O)N2CCCCC2)c1)C1CC1	2.9	-6.7	.	-6.8	5.9	-4.4	0.1	.	.	0.2
CSc1nnc(C)c(/C=C/Nc2ccc(F)cc2F)n1	5.1	-2.9	29.6	-6.5	4.2	-11.5	8.6	-1.2	1.1	1.5
CC1(C)Oc2ccc(C(=O)NNC(=O)Nc3ccccc3)cc2NC1=O	13.2	-11.6	7.4	-7.9	-16.7	-10.0	-7.6	-1.2	3.1	0.1
COc1ccc(N2CCN(c3oc(-c4ccco4)nc3C#N)CC2)cc1	5.0	6.4	36.1	14.9	-9.2	-5.7	7.3	2.6	-10.6	?
CC12CCC(C/C1=N\N=C1\NC(=O)/C(=C\c3cccc(Br)c3)S1)C2(C)C (centres undefined)	-0.7	-1.1	-2.7	.	11.8	0.0	-2.8	-3.9	-17.8	-0.4

Two entries from above, set out differently.
Under each structure: MazF activator, BoNT-F LC inh, VHR inh abs, PriA SSB inh, CCHFV vOTU inh, Anthrax LF prot, PrPC surface inh, 3CLpro inhibitor, Rv3671c protease, BoNT A protease
O=c1cccc2n1CC1CC2CN(c2ncnc3c2cnn3-c2ccccc2)C1 (centres undefined)
→ -5.0, 1.4, -0.9, -16.1, -0.4, -2.3, -8.0, -3.3, 3.1, -0.3
CN(/N=C/c1ccco1)C1=NS(=O)(=O)c2ccccc21
→ 8.4, -0.1, 10.8, ., 1.3, -1.8, 5.1, 1.2, -12.1, 0.5

(next part)
SMILES	MazF activator	BoNT-F LC inh	VHR inh abs	PriA SSB inh	CCHFV vOTU inh	Anthrax LF prot	PrPC surface inh	3CLpro inhibitor	Rv3671c protease	BoNT A protease
O=C(CNc1ccc2ccccc2c1)N/N=C/c1ccc([N+](=O)[O-])o1	18.8	-3.1	8.8	.	12.5	-1.7	-27.2	0.9	-6.4	0.3
COc1ccc2c(CC(=O)OCC(=O)N3CCc4ccccc43)coc2c1	1.1	-6.7	-12.8	-12.5	6.4	5.3	-1.4	-2.3	-3.6	-0.3
COc1ccc(-c2cc(C(=O)N3CC(C)CC(C)C3)c3ccccc3n2)cc1OC (centres undefined)	1.9	11.3	.	5.1	28.6	-2.4	6.6	.	3.5	-0.1
CCCCNC(=O)N1CCN(C(=O)c2ccco2)CC1	4.1	-5.4	5.1	-4.0	10.3	-1.4	-1.6	3.2	4.9	0.5
